EPAC2 ag = agonists of human EPAC2 (RAPGEF4); Q8WZA2; EPAC2 activation, biochemical qHTS; response scale: 100% = 6.5 mM cAMP response; hit rate 0.079% among 360,000; Potency, µM (top dose mostly 154 µM), without a hit: top-dose activation, actives largely listed as activators; AID 720711; note: nearly all actives have a fitted effect of over 50% in size
Target sequence (Q8WZA2 whole entry, looked up): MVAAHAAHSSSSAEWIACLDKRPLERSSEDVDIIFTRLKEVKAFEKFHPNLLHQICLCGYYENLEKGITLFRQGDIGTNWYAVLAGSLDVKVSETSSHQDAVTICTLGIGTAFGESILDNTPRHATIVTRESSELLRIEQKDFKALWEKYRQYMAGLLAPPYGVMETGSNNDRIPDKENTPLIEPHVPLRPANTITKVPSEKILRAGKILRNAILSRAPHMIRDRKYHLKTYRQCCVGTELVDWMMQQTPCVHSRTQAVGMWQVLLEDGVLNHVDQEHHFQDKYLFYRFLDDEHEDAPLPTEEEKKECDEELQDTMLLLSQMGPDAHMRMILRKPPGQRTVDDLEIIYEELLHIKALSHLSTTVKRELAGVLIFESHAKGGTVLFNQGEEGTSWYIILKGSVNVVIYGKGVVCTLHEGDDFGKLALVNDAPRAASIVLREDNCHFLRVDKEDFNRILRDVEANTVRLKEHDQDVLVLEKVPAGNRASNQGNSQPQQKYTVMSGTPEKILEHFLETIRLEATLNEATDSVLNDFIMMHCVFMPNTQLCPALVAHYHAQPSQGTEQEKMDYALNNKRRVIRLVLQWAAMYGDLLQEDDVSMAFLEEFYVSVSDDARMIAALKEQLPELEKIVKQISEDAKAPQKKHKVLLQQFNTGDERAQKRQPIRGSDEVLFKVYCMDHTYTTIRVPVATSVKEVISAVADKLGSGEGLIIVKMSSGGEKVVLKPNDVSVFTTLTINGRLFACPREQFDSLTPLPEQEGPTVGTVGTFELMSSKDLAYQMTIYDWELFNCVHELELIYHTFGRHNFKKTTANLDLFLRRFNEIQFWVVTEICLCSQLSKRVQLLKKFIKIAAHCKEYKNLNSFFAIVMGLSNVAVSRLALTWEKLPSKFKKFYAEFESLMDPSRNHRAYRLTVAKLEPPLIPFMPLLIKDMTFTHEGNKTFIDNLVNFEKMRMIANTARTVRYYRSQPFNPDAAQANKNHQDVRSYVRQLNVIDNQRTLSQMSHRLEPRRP
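Compounds were titrated in qHTS against a Rap1B-BODIPY-GDP (250 nM) complex with EPAC2 (100 nM) and GDP (50 uM). BODIPY-GDP release tracked at 480/540 nm over 30 min at room temperature, normalized to 6.5 mM cAMP.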
PTHR1 agonist = agonists of human PTHR1 parathyroid hormone receptor | Potency, µM (highest dose often 115 µM), for inactives: at the top dose activation, actives largely listed as activators | hit rate 0.075% among 410,000 | Q03431 | HEK293 GP2 PTHR1 cells, GloSensor cAMP luminescence, 1 h | AID 743266; note: nearly all actives have a fitted effect of over 55% in size; some results filed as inactive show a strong effect at the top dose; inactives centre near -15; many of its hits are not listed in these tables
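HEK-293-derived GP2 cells expressing PTHR1 and a GloSensor cAMP reporter, 3,000/well, plated overnight, given luciferin plus IBMX (each 0.5 mM as added) for 1 h at 37 °C, then compound for 1 h at 37 °C. Luminescence was read after 15 min at room temperature.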
FUS yeast rescue = rescues growth of FUS-expressing yeast; hit rate 0.24% among 390,000; S. cerevisiae FUS-expressing, growth rescue, OD600, 24 h; Potency, µM (series often up to 76.6 µM), inactives show at the top dose growth rescue (activation), most hits filed as activators; AID 1347120;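 note: plate controls were DMSO vehicle for no effect and reference control for full effect; nearly all actives have a fitted effect of over 55% in size; some results filed as inactive show a strong effect at the top dose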
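Quantitative HTS measuring growth restoration of FUS-toxic yeast. Galactose-induced cells (OD 0.005) were exposed 24hr at 30C to compounds at several concentrations, then absorbance at 600 nm was recorded.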
EPAC1 ag = activates human EPAC1 exchange factor. O95398. EPAC1 agonist qHTS, biochemical assay; response scale: 100% = response to 6.5 mM cAMP. Potency, µM (titrated, usually from 154 µM), for inactives: at the top dose activation, hits mostly activators. hit rate 0.073% among 360,000. AID 720707; note: nearly all actives have a fitted effect of over 60% in size
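Read-out is the fluorescence drop as BODIPY-GDP leaves Rap1B (480 nm excitation, 540 nm emission), recorded every 5 minutes over 30 minutes. Reactions held 100 nM EPAC1, 250 nM Rap1B–BODIPY-GDP and 50 uM GDP, with 6.5 mM cAMP setting full activation.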
EPAC1 antagonist = antagonists of human EPAC1. hit rate 0.14% among 360,000. EPAC1 GEF assay, Rap1b-BODIPY-GDP exchange fluorescence. Potency, µM (titrated, usually from 115 µM), for inactives: at the highest dose activity change, negative = inhibition, actives largely listed as inhibitors;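 note: plate controls were vehicle for no effect and positive control for full effect; nearly all actives have a fitted effect of over 50% in size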
TDP43 rescue = rescues yeast growth from TDP-43 toxicity; TDP-43 expressing yeast growth rescue, BacTiter-Glo, 24 h; Potency, µM (top dose mostly 46.1 µM), for inactives: at the top dose growth rescue (activation), actives largely listed as activators; hit rate 1.8% among 410,000; AID 652104; note: % of control where 0% means no effect; nearly all actives have a fitted effect of over 50% in size
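Galactose-induced TDP-43 yeast, OD600=0.02, compound pinned; 24 hr, 30 deg C; BacTiter-Glo luminescence for growth. Inhibitors of TDP-43 toxicity read as activators.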
EPAC2 antag = blocks human EPAC2 exchange factor; Potency, µM (doses to about 114 µM), without a hit: at the top dose activity, negative = inhibition, most hits filed as inhibitors; Q8WZA2; EPAC2 GEF exchange of Rap1B-BODIPY-GDP, fluorescence; AID 720708; hit rate 0.18% among 360,000; note: % is set by controls: 0 for no effect and ±100 for the full control effect; nearly all actives have a fitted effect of over 45% in size; many of its hits are not listed in these tables
aSyn rescue = alpha-synuclein toxicity inhibition in yeast | Yeast expressing alpha-synuclein, growth rescue, BacTiter-Glo, 24 h | Potency, µM (titrated, usually from 46.1 µM), inactives show top-dose growth rescue (activation), most hits filed as activators | hit rate 0.14% among 370,000 | AID 652106; note: % of control where 0% means no effect; nearly all actives have a fitted effect of over 65% in size
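Rescue of yeast growth: cells expressing toxic alpha-synuclein, induced in galactose at OD600 0.02, incubated with compound 24 h at 30 C. ATP luminescence quantified growth; inhibitors of toxicity appear as activators.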
* marks the source's active call; other numbers are inactive results; i = inactive; ? = inconclusive; / = not tested or not shown; & = joins results of further samples; [ ] = remark or other dose. Calls come from the whole dose curve; as a rule, active = well fitted curve in the direction sought with a large enough effect; inconclusive = small, poorly fitted or top-dose-only effect, or another doubt; inactive = no such curve, though single readings can be large; an effect the other way counts as inactive or inconclusive. Potency is the fitted concentration of half-maximal effect.

Below each compound – EPAC2 ag | PTHR1 agonist | FUS yeast rescue | EPAC1 ag | EPAC1 antagonist | TDP43 rescue | EPAC2 antag | aSyn rescue
CCc1nc2ccc(C(=O)NCCCN3CCCC3=O)cn2c1N(C)Cc1ccc(OC)cc1
→ -6% | -31%[inhibitor] | -6% | -2% | 14% | -1% | 2% | -6%
Cc1csc(=Nc2ccccc2)n1Cc1ccco1
→ -7% | -19% | 11% | -5% | -21% | -11% | 6%[57.1 µM] | 0%
Cc1cc(C)n(-c2nc3ccccc3c(=O)n2OCc2ccc(Cl)cc2)n1
→ 22% | -16% | 44% | 3% | 1% | 11µM* | 12% | -3%
COCCCNC(=O)/C(C#N)=C/c1c(N2CCCCCC2)nc2ccccn2c1=O
→ 0% | i | 8% | 5% | -17% | -7% | -7% | 9%
O=C(CNC(=O)c1ccco1)Nc1ccc2c(c1)OCCO2
→ 4% | i | 12% | 9% | -3% | -13% | 3% | 3%
CCOC(=O)c1cc2c(C)n(-c3ccc(N(C)C)cc3)c(C)c2cc(C(=O)OCC)c1=O
→ -10% | -19%[57.5 µM] | 10% | 4% | -3% | -19% | -7% | -1%
CCCCC(=O)N1CC(=O)Nc2ccc(F)cc2C1c1ccc(F)cc1 (configuration not stated)
→ 11% | i | 13%&14% | 0% | 12% | -1%&13% | 4% | 0%
CN(C)CCCN(C(=O)c1ccc2c(c1)OCCO2)c1nc2cc3c(cc2s1)OCO3
→ 16% | -23% | 23% | -22% | -9% | -6% | -4% | -1%
CCc1ccc2[nH]c(=O)c(C(c3nnnn3Cc3ccco3)N3CCC(C)CC3)cc2c1 (configuration not stated)
→ 1% | -5%[57.5 µM] | 26% | 12% | -7% | -12% | 4% | 3%
Cc1ccccc1C1=NC(c2ccc(F)cc2F)ON1 (configuration not stated)
→ 3% | -7%[57.5 µM] | 16% | 4% | 19% | -18% | 6% | 1%

Entries of single compounds, looked up by structure. Order of values: EPAC2 ag | PTHR1 agonist | FUS yeast rescue | EPAC1 ag | EPAC1 antagonist | TDP43 rescue | EPAC2 antag | aSyn rescue
Cc1csc(=Nc2ccccc2)n1Cc1ccco1 across the screens: -7% | -19% | 11% | -5% | -21% | -11% | 6%[57.1 µM] | 0%
CCCCC(=O)N1CC(=O)Nc2ccc(F)cc2C1c1ccc(F)cc1 (configuration not stated) across the screens: 11% | i | 13%&14% | 0% | 12% | -1%&13% | 4% | 0%
COCCCNC(=O)/C(C#N)=C/c1c(N2CCCCCC2)nc2ccccn2c1=O across the screens: 0% | i | 8% | 5% | -17% | -7% | -7% | 9%

More entries.
Below each compound – EPAC2 ag | PTHR1 agonist | FUS yeast rescue | EPAC1 ag | EPAC1 antagonist | TDP43 rescue | EPAC2 antag | aSyn rescue
COc1ccc(C(=O)CSc2nnc(CNC(=O)c3ccc(OC)cc3)n2C)cc1
→ -3% | i | 0% | 6% | -13% | -30% | 0% | 0%
Cc1ccc(N2CC(=O)N(NC(=O)Nc3ccc(Cl)c(Cl)c3)CC2=O)cc1
→ 6% | -8% | -1% | -3% | -9% | 4% | -2% | 8%
O=S(=O)(Nc1cccc(CCc2ccccn2)c1)c1cc(Cl)ccc1Cl
→ 17% | -55%[inhibitor] | 31% | -2% | -23% | 24% | -2% | 14%
O=c1cc(-c2ccc(Cl)cc2)[nH][nH]1
→ -7% | i | 19% | 1% | 0% | -2% | 2% | 7%
CCc1ccc(NC(=O)CSc2nc(C)cc(COC)c2C#N)cc1
→ / | -15% | -8% | / | / | 25% | / | -2%
Cc1cccc(NC(=O)CSc2nnc(NC(=O)C3CC3)s2)c1C
→ 2% | -7% | 7% | -3% | -3% | 7% | 2% | 0%
COc1ccc(/C=N/NC(=O)c2ccc(F)cc2)cc1CN1CCc2cc(OC)c(OC)cc2C1C (configuration not stated)
→ -2% | -19% | 29% | 9% | -6% | -2% | -3% | -5%
O=C(CSc1ccccc1)NCCCN1CCOCC1
→ 9% | 6%[57.5 µM] | 42% | 4% | 7% | -18% | -10% | -1%
COC(=O)c1cc(OC)c(OC)cc1NC(=O)c1cc(C(C)(C)C)oc1C
→ -14% | -24% | -10% | -3% | -10% | -7% | 1% | ?
COc1ccc(NS(=O)(=O)c2ccc3[nH]c(=O)[nH]c3c2)cc1
→ 12% | i | 28% | 1% | 4% | 6% | -5% | -3%
CCOc1ccc(NC(=O)Nc2ccc(N(C)C(C)=O)cc2)cc1
→ 10% | i | 24% | 6% | -3% | 8% | -2% | 0%
O=C(O)C1OC2OC3(CCCCC3)OC2C2OC3(CCCCC3)OC12 (configuration not stated)
→ 6% | i | 6% | 5% | -5% | -9% | 0% | -3%
O=C(CCCN1C(=O)c2ccccc2C1=O)Nc1ccc(S(=O)(=O)N2CCCCC2)cc1
→ 11% | i | 26% | 3% | 1% | -17% | 11% | 1%
Cc1ccc(NC(=O)CSCC(=O)NCCc2ccccn2)c(C)c1
→ 13% | -41% | 3% | -6% | -11% | -9% | 2% | 2%
COCCNCc1ccc(C(C)C)cc1
→ 9% | -21% | -36% | 11% | -18% | 6% | 7% | -7%
Cc1ccc(S(=O)(=O)N(CC(=O)N2CCN(c3ccccc3F)CC2)C2CCCCC2)cc1
→ 15% | -11%[57.5 µM] | ? | 11% | -5% | ? | -1%[57.1 µM] | 18%
CC1(C(=O)NS(=O)(=O)c2ccccc2)CCN1C(=O)C1(c2ccccc2)CCCC1 (configuration not stated)
→ 6% | i | 9% | 5% | -14% | 1% | ? | 6%
Cc1ccc(C(=O)CCS(=O)(=O)c2ccc(F)cc2)cc1
→ 2% | -21% | -9% | 11% | ? | ? | 6% | -10%
O=C(NC(c1ccccc1)c1cnccn1)C1CCN(CCOc2ccc(Cl)cc2Cl)CC1 (configuration not stated)
→ 14% | -26% | 12% | 6% | ? | 26% | -11% | 2%
Cc1cc(NC(=O)CCC2COc3ccccc3O2)no1 (configuration not stated)
→ 6% | i | 5% | -3% | -1% | ? | 4% | 2%
COC(=O)C1(C(=O)OC)NOC2C(=O)N(c3ccccc3)C(=O)C21 (configuration not stated)
→ 1% | 0%[57.5 µM] | 17% | 2% | 8% | -14% | 7% | 0%
Cc1ccc(C)c(NC(=O)C2CCCN(S(=O)(=O)c3c(C)noc3/C=C/N(C)C)C2)c1 (configuration not stated)
→ 3% | 17%&13% | ? | 2% | 4% | 14%&-3% | 1% | 0%
COc1ccc(Cl)cc1NC(=O)CN1C(=O)CCS(=O)(=O)c2ccccc21
→ -5% | -7%[57.5 µM] | 1% | 3% | 8% | -2% | 2%[57.1 µM] | 0%
Cc1ccc2cc3cc(C(=O)NCCC(C)C)oc3nc2c1
→ 5% | -6% | 10% | -4% | -11% | 0% | -1% | -4%
CCCCNC(=O)c1ccc(CS(=O)(=O)c2ccc(C)cc2)o1
→ 3% | -11% | 27% | -7% | -10% | -9% | 15% | -3%
S=C(NCCC1=CCCCC1)NCc1ccco1
→ 21% | -47%[inhibitor] | 7% | 4% | -1% | 0% | -10% | -11%
CCN1CCN(c2nc(N)c([N+](=O)[O-])c(Nc3ccc(C)c(C)c3)n2)CC1
→ -10% | 5% | 13% | 4% | -25% | 12% | 3% | -2%
CCCc1nc2ccc(C(=O)OC)cn2c1Cc1cccc(F)c1
→ 8% | -2% | 5% | 2% | 13% | 19% | ? | -1%
COc1cc(C(=O)NNC(=O)CNC(=O)C2CCCCC2)ccc1OC(C)C
→ 4% | i | -3% | -1% | 4% | -11% | -4% | 0%
COc1ccc(C(=O)N/N=C(\CCC(=O)O)c2ccc(C(C)(C)C)cc2)cc1OC
→ 4% | 18% | 1% | -6% | -25% | 8% | 3% | 13%
CCN1CCN(C(=O)c2cn(CC)c3ccc(S(=O)(=O)N(C)C)cc3c2=O)CC1
→ 5% | i | -14% | -12% | -30% | 14% | 2% | -7%
c1cc2c(c(NCc3ccncc3)c1)CCCC2
→ 3% | -84%[inhibitor] | -2% | -12% | -1% | 12% | 0% | 2%
Cc1cccc(N=C2Sc3nc4c(C)c(C)ccc4cc3CN2CCN2CCOCC2)c1
→ -12% | -3%[57.5 µM] | ? | 5% | -6% | -13% | -12% | -40%[inhibitor]
O=S(=O)(c1cccc(-c2csc(-c3ccccc3)n2)c1)N1CCOCC1
→ 17% | -5%[57.5 µM] | 20% | 20% | 0% | -2% | 4% | 8%
O=C(CN1C(=O)C2CC=CCC2C1=O)Nc1nc2ccccc2[nH]1 (configuration not stated)
→ -3% | -10%[57.5 µM] | 12% | -7% | -5% | -8% | 5% | 14%
CCCN(CCO)Cc1cccc(Oc2ccccc2)c1
→ -5% | i | 8% | 0% | -14% | 18% | 6% | 6%
COc1ccc(CNC(=O)c2ccc(NS(=O)(=O)c3ccc4[nH]c(=O)[nH]c4c3)cc2)cc1OC
→ -2% | i | 14% | 2% | 0% | 16% | 0% | -1%
C[C@]12c3[nH]c4ccccc4c3CCN1C(=O)C(CC(=O)NCCC1=CCCCC1)C[C@@H]2C(=O)N1CCCCC1 (some centres not stated)
→ 12% | -18% | -23% | 6% | -12% | 26% | 6% | -1%
COc1cccc(/C=C/C(=O)NCc2ccc(S(N)(=O)=O)cc2)c1
→ -6% | i | 16% | 0% | 7% | -17% | -5% | -7%
CN(C)c1cc(Cl)c2nonc2c1N
→ 2% | i | 2% | 10% | 50µM* | -1%[1.82 µM] | -1% | 5%
CCC(=O)Nc1ccc(C(=O)COC(=O)C(CCSC)NC(=O)COc2ccccc2)cc1 (configuration not stated)
→ -19% | -18% | 24% | 2% | 2% | 5% | -11% | -3%
C[C@H](O)[C@@H]1C(=O)N2CCc3c([nH]c4ccccc34)[C@@H]2C[C@@H]1N(C)C(=O)c1ccco1
→ 5% | -18% | 9% | 7% | -28% | 23% | -7% | 0%
COc1ccc(NC(=O)CCNC(=O)C2CCN(S(=O)(=O)c3ccccc3)CC2)cc1OC
→ 12% | -21% | -33% | 15% | 0% | 8% | -8% | 0%
CCOc1cc(C)c(Cl)cc1S(=O)(=O)NC1CC(C)(C)NC(C)(C)C1
→ -12% | -15% | / | -4% | 7% | -2% | 3% | -4%
COc1ccc(-c2ccc(-c3nnn(CC(=O)N4CCOCC4)n3)cc2)cc1
→ -1% | -59%[inhibitor][57.5 µM] | 36% | 3% | -1% | -16% | -8%[57.1 µM] | 0%
CCOc1ccccc1C(=O)NCC(=O)N(C)Cc1cccnc1
→ 13% | i | 6% | 6% | -28% | -18% | 4% | -4%

Only part of the results is shown; the hit share may differ from the screen's.
